MsrA inh: inhibitors of bovine MsrA | purified bovine MsrA, absorbance read-out | inhibition, % at 15.5 µM | 360,000 tested, 0.75% active | AID 651718; in the data active means inhibition above about 4.5%;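 further: 0% = vehicle wells with enzyme and 100% = reference inhibitor wells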
DNMT1 block: DNMT1 (human) enzyme inhibition; P26358; DNMT1 molecular beacon, Hinp1I cleavage, fluorescence; inhibition (reported as % activation of signal), % at 10 µM; 360,000 tested, 0.83% active; AID 588458; in the data active means inhibition above about 50%
Rpn11 inh: blocks the human proteasome subunit Rpn11; O00487; human 26S proteasome, Ub4-pepOG fluorescence polarization; 20S core pre-blocked with epoxomicin; calls only at 20 µM; 360,000 tested, 0.59% active; AID 588493;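 active means inhibition at 20 µM, scaled to each plate's controls, above about 33%, limit read from the data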
Target sequence (O00487 whole entry, looked up): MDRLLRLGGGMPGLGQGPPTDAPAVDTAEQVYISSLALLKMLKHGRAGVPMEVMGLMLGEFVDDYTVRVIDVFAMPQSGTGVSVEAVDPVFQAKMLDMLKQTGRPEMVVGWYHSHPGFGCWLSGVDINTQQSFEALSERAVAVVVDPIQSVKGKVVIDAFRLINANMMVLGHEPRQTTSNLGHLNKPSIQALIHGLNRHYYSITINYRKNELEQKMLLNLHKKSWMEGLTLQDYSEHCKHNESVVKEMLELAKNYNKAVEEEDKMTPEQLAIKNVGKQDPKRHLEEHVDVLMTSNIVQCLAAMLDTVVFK
Scp1 inh: blocks human Scp-1 phosphatase activity; Q9GZU7; Recombinant Scp1, phosphopeptide, malachite green phosphate absorbance; inhibition, % at 20 µM; 340,000 tested, 0.88% active; AID 493091;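 active means inhibition above about 50% at 20 µM, limit read from the data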;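 further: plate controls were DMSO wells with enzyme for no effect and wells lacking enzyme for full effect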
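System: SCP-1 catalytic domain; Reagent: Phospho 17-mer peptide substrate; Doses: one concentration, 20 µM, with 1.0% DMSO; Incubation: 45 min room-temperature reaction, 5 min colour, 30 min stabiliser; Signal: Phosphate-binding colour reagent, absorbance read at 630 nm.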
SUMO1 PPI mod: alters human SUMO1 binding to SIM partners. P63165. SUMO1 binding to a labelled peptide, TR-FRET, 1 h. inhibition, % at 20 µM. 360,000 tested, 0.33% active. AID 602429; in the data active means inhibition above about 37%
Target sequence (P63165 whole entry, looked up): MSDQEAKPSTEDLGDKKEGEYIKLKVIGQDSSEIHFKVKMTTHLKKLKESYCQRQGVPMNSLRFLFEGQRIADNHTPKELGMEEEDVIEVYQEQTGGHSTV
NadD block: NadD (S. aureus) enzyme inhibition. 360,000 tested, 0.78% active. purified NadD enzyme, colorimetric absorbance read-out. inhibition, % at 20 µM; in the data active means inhibition above about 26%; further: some compounds past the cut are filed as inactive
CSN deneddyl inh: inhibitors of human CSN-mediated cullin deneddylation. Q92905. Purified CSN, SCF-Nedd8-OG deneddylation, fluorescence polarization. inhibition, % at 12.5 µM. 360,000 tested, 0.38% active;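 active means pattern-corrected inhibition above about 35%, with an unprinted fluorescence ratio check between 0.5 and 1.5, limit read from the data, passing the limit was not always enough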;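 further: 0% = enzyme with substrate and 100% = substrate without enzyme; some results filed as inactive read as strong as hits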
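Assay system: purified human Csn5 enzyme expressed in HEK293T cells; Input: 0.24 nM Csn5 enzyme, final concentration; Reagent: 10 nM SCFSkp2-Nedd8OG; Compound dosing: 12.5 µM single point; Times: reaction 90 min, room temperature; Technique: fluorescence polarization readout.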
LMPTP inh: LMPTP (human) inhibition; 360,000 tested, 0.22% active; inhibition, % at 20 µM; P24666; recombinant LMPTP-A, OMFP fluorogenic substrate, fluorescence intensity;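 active means compounds that cut the enzyme signal by at least half of the control window in the single-dose screen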;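 further: plate controls were DMSO wells with enzyme plus substrate for no effect and substrate without enzyme for full effect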
Target sequence (P24666 whole entry, looked up): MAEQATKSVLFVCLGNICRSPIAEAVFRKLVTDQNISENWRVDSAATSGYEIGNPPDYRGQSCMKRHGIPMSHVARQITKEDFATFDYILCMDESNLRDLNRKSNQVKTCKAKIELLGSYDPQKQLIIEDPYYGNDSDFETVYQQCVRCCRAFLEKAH
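material = LMPTP-A | quantity = 0.625 nM enzyme | reagent = OMFP substrate, 400 µM final | buffer or medium = Bis-Tris pH 6.0, DTT, detergent | detection = endpoint fluorescence intensity from OMFP dephosphorylation | dosing = single 20 µM dose | read-out basis = % inhibition relative to no-enzyme and uninhibited control wells | control set = no-enzyme and uninhibited controls | timing = 50 min at room temperature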
Tb MetRS inh: Trypanosoma brucei MetRS inhibition; inhibition, % at 11.9 µM; purified T. brucei MetRS, ATP depletion, Kinase-Glo luminescence; 360,000 tested, 0.4% active; AID 624268;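 active means inhibition above a per-plate cutoff of the control wells' mean inhibition plus 3 SD, cut at about 5.5% in these data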;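 further: 0% = DMSO wells median and 100% = median of wells with control inhibitor compound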
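Assay system: T. brucei methionyl-tRNA synthetase, purified | Medium: HEPES buffer with MgCl2, KCl, DTT, spermine, BSA, pyrophosphatase | Compound: 11.9 µM single point | Incubation: 15 min enzyme-compound preincubation, 2 h reaction, 10 min detection, 25 °C | Measured by: Kinase-Glo luciferase luminescence reporting remaining unconsumed ATP | Measure: % inhibition normalized to control-well medians | Replication: Singlicate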
STEP inh: STEP (human) phosphatase inhibition; inhibition, % at 20 µM; AID 588621; recombinant STEP, OMFP fluorogenic substrate, fluorescence; 360,000 tested, 0.25% active;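 active means inhibition at 20 µM, scaled per plate between control wells, above about 37%, limit read from the data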;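 further: 0% = DMSO with enzyme and substrate and 100% = substrate only without enzyme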
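medium = Bis-Tris buffer pH 6.0, 2.5 mM DTT, 0.005% Tween 20 | test system = STEP (striatal-enriched tyrosine phosphatase) enzyme, cell-free | measure = normalized % inhibition | compound dosing = 20 µM, 1% DMSO | also added = 25 µM OMFP | schedule = reaction 20 min, ambient temperature | measured by = fluorescence read at 480 nm ex / 540 nm em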
The depositor's hits bear a star; i = inactive; . = not tested or not shown.

Values run as follows: MsrA inh | DNMT1 block | Rpn11 inh | Scp1 inh | SUMO1 PPI mod | NadD block | CSN deneddyl inh | LMPTP inh | Tb MetRS inh | STEP inh
Oc1ccccc1C1=NCCNC(C(F)(F)F)=C1
    4.0 | -3 | i | -2 | -1 | -3 | -3 | -0.8 | -1.1 | -1
O=C(NC1CCC(O)CC1)c1ccc(-c2ccc(Cl)cc2)o1 (configuration not stated)
    0.5 | 0 | i | -1 | -10 | -1 | 4 | 0.1 | -0.6 | 1
CC(C)OC(=O)CSc1nc(-c2ccc(F)cc2)cc(C(F)(F)F)n1
    1.3 | 5 | i | 6 | 13 | 5 | -3 | 3.0 | -0.4 | 2
COc1cc(OC)c(NC(=O)c2ccccc2F)cc1Cl
    0.3 | -1 | i | -9 | 3 | -5 | 5 | -0.6 | 0.7 | -1
CC(C)N(C(=O)[C@H]1C[C@H](CC(=O)NC(C)(C)C)C(=O)N2CCc3c([nH]c4cc(-c5ccco5)ccc34)[C@]12C)C(C)C
    -0.6 | -11 | i | 1 | -3 | -6 | 0 | 1.2 | -0.5 | 0
Cc1cccc(-n2ncc3c(N4CCOCC4)ncnc32)c1
    0.0 | -2 | i | -13 | 1 | -9 | 1 | 0.4 | 0.5 | -2
C/C(=N\NC(=S)NC(C)C)c1ccc(Cl)s1
    3.5 | -6 | i | -8 | -5 | 1 | 3 | 1.2 | -0.2 | -3
COc1cccc(-c2ccc(C3=CC(=O)CC(C)(C)C3=O)cc2)c1OC
    0.7 | 1 | i | . | -38 | -7 | 3 | -0.1 | -0.5 | 0
COc1cccc(OCC(=O)Nc2ccc(OC)c(OC)c2)c1
    -1.4 | 5 | i | -9 | -6 | -3 | -1 | 1.8 | -0.2 | -4
CN(Cc1ccccc1)C(=O)CSc1cc(=O)n(C)c2ccccc12
    0.5 | -2 | i | -8 | -1 | -7 | 4 | -1.8 | -0.4 | -1
CC(=O)Nc1c2c(nn1-c1ccccc1C)CS(=O)(=O)C2
    -2.3 | -4 | i | -8 | 0 | 0 | -4 | -0.8 | 0.3 | 1
O=C(/C=C/c1ccccc1)OCCCN=C1NS(=O)(=O)c2ccccc21
    0.7 | -1 | i | -6 | -6 | 3 | -4 | -0.7 | -0.3 | -2
N#C/C(=C(\O)C(F)(F)F)c1nnc2n1CCCCC2
    -0.3 | 3 | i | -1 | 1 | -6 | -3 | -1.0 | -0.7 | 2
NC(=O)CSc1nnc2sc3ccccc3n12
    -0.7 | 3 | i | -6 | -5 | 7 | 0 | -3.6 | 0.3 | -3
CC1(c2nnnn2Cc2ccccc2)CCC(=O)N1CCc1c[nH]c2ccccc12 (configuration not stated)
    -0.6 | . | . | . | 4 | -7 | -3 | -0.2 | -1.1 | .

Values run as follows: MsrA inh | DNMT1 block | Rpn11 inh | Scp1 inh | SUMO1 PPI mod | NadD block | CSN deneddyl inh | LMPTP inh | Tb MetRS inh | STEP inh
COCCn1c(=S)[nH]c2cc(C(=O)N3CCN(c4ccc(F)cc4)CC3)ccc2c1=O
    1.3 | -5 | i | 0 | 5 | -1 | 3 | -0.5 | -1.4 | -20
COc1cc(NS(=O)(=O)c2ccc(NC(=O)/C=C/c3cccc([N+](=O)[O-])c3)cc2)ncn1
    2.2 | -6 | i | -3 | -6 | 5 | -18 | 1.2 | -0.8 | 1
Cc1ccc(S(=O)(=O)N2CCCCC2)cc1
    0.2 | 2 | i | -7 | -2 | 0 | -1 | -0.1 | 0.0 | 0
OC(c1ccccc1)c1nc2ccccc2s1 (configuration not stated)
    -1.8 | 4 | i | -7 | -14 | -4 | 0 | -1.8 | 0.5 | -2
O=C(O)CCNS(=O)(=O)c1ccc2ccccc2c1
    -0.8 | 3 | i | 17 | 0 | 2 | -2 | -2.3 | 0.0 | 1
COc1ccc(S(=O)(=O)N(C)CC(=O)Nc2cccc(C(C)=O)c2)cc1
    -0.9 | 4 | i | -2 | 0 | -3 | 8 | -0.5 | 0.3 | -3
O=C(CNC(=O)c1cccs1)OCc1c(F)cccc1Cl
    0.2 | 1 | i | -7 | 2 | -4 | 2 | -0.5 | -0.6 | 2
COc1ccc(-c2oc3ccc(N4CCOCC4)cc3c2/C=C/c2ccc(OC)c(OC)c2)cc1
    -0.3 | -26 | i | 4 | -34 | 5 | 6 | -0.1 | -0.7 | 1
O=C(CSc1nncs1)NC1CCCc2ccccc21 (configuration not stated)
    1.3 | 0 | i | -4 | -4 | 7 | 1 | 0.6 | -0.4 | -4

As a short view, 4 of the compounds above.
Values run as follows: MsrA inh | DNMT1 block | Rpn11 inh | Scp1 inh | SUMO1 PPI mod | NadD block | CSN deneddyl inh | LMPTP inh | Tb MetRS inh | STEP inh
COc1cc(NS(=O)(=O)c2ccc(NC(=O)/C=C/c3cccc([N+](=O)[O-])c3)cc2)ncn1
    2.2 | -6 | i | -3 | -6 | 5 | -18 | 1.2 | -0.8 | 1
Cc1ccc(S(=O)(=O)N2CCCCC2)cc1
    0.2 | 2 | i | -7 | -2 | 0 | -1 | -0.1 | 0.0 | 0
OC(c1ccccc1)c1nc2ccccc2s1 (configuration not stated)
    -1.8 | 4 | i | -7 | -14 | -4 | 0 | -1.8 | 0.5 | -2
O=C(O)CCNS(=O)(=O)c1ccc2ccccc2c1
    -0.8 | 3 | i | 17 | 0 | 2 | -2 | -2.3 | 0.0 | 1

In a second layout: 3 of the compounds above
compound | MsrA inh | DNMT1 block | Rpn11 inh | Scp1 inh | SUMO1 PPI mod | NadD block | CSN deneddyl inh | LMPTP inh | Tb MetRS inh | STEP inh
COCCn1c(=S)[nH]c2cc(C(=O)N3CCN(c4ccc(F)cc4)CC3)ccc2c1=O | 1.3 | -5 | i | 0 | 5 | -1 | 3 | -0.5 | -1.4 | -20
COc1cc(NS(=O)(=O)c2ccc(NC(=O)/C=C/c3cccc([N+](=O)[O-])c3)cc2)ncn1 | 2.2 | -6 | i | -3 | -6 | 5 | -18 | 1.2 | -0.8 | 1
Cc1ccc(S(=O)(=O)N2CCCCC2)cc1 | 0.2 | 2 | i | -7 | -2 | 0 | -1 | -0.1 | 0.0 | 0

Bioassay records (PubChem BioAssay)
